Assay outcomes: PubChem BioAssay, National Center for Advancing Translational Sciences (NCATS)
S3 lipid droplet: qHTS Assay for Lipid Storage Modulators in Drosophila S3 Cells. Drosophila S3 cells, BODIPY lipid droplet fluorescence, 18-24 h; cells fed with added oleic acid. Potency in µM for hits, for the others lipid storage change, negative = inhibition, % at the top dose, mostly 46.1 µM. 0.64% of 320,000 active; active = well fitted inhibition curve with a large enough effect in the signal ratio, with a control signal flat, not every such curve was filed as active; inconclusive = small, poorly fitted or top-dose-only effect, or effect the other way, or a change in a side signal; the % refers to the signal ratio
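Drosophila S3 cells loaded with oleic acid (400 uM, as added) and compounds at several concentrations; lipid droplets imaged by 488-nm laser-scanning cytometry, 500–530 nm intensity and object ratio to cell channel. Percent activity normalized to 20 uM Triacsin C.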
S3 lipid droplet cell count max: further read-out of S3 lipid droplet, marked with its call; cell number change, %; measured here: cell count max response;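 cells counted by Cell Tracker Red CMTPX staining in the red channel; peak over a dose series mostly up to 46.1 µM; percent activity relative to internal control wells on each plate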
The depositor's hits bear a star; i = inactive; u = inconclusive; x = not tested or not shown; & = joins results of further samples. % is set by controls: 0 for no effect and ±100 for the full control effect; potency is the fitted concentration of half-maximal effect.

The line under a structure holds: S3 lipid droplet, S3 lipid droplet cell count max
1) CC(C)(C)NC(=O)/C(=C\c1ccccc1F)NC(=O)c1ccc([N+](=O)[O-])cc1
  u, x
2) O=S(=O)(c1ccc(F)cc1)N1CCN(CC(O)COCc2cccs2)CC1 (stereo unspecified)
  u, x
3) Cc1cc(-c2cn3ccccc3n2)c(C)n1-c1ccccc1
  u, x
4) CC(C)c1ccc(-c2c(C#N)c(N)nc3c2CCCCC3)cc1
  u, x
5) O=c1c2ccccc2ncn1-c1ccc(Cl)cc1
  -9%&14%, -3&12
6) NC(=O)NC(CC(=O)NCc1ccc2c(c1)OCO2)c1ccccc1Cl (stereo unspecified)
  i, -20
7) O=C(N/N=C/c1cccnc1)C12CC3CC(CC(C3)C1)C2
  u, x
8) Cc1ccc(NC(=O)CSc2nc(CSc3ccc(C)cc3)cc(=O)[nH]2)cc1
  6%, -4
9) COc1ccc(OCC(=O)Nc2nnc(-c3ccco3)s2)cc1
  4%, 12
10) Cc1ccc(NC(=S)NC(=O)c2ccccc2)cc1NC(=S)NC(=O)c1ccccc1
  u, x
11) Cc1cc(Br)cc2c(C(=O)NCC3CCCO3)cc(-c3cccs3)nc12 (stereo unspecified)
  u, x
12) COc1ccc(C(=O)NNC(=O)CSc2ccccc2)cc1
  -10%, -4
13) Cc1ccc2c(c1)S/C(=C/c1ccc[n+](C)c1)N2CCO
  0%, 18
14) O=C(O)c1cccc2c(/C=N/Nc3ccccn3)c[nH]c12
  9%, -12
15) CCOc1cccc(CN2CCCC(CCC(=O)NCc3ccccc3F)C2)c1O (stereo unspecified)
  u, x
16) CC(=O)OC1CC(C)N(C(=O)c2ccccc2)c2ccc(C)cc21 (stereo unspecified)
  u, x
17) Cc1c(Cc2ccccc2)c(=O)oc2cc(OCC(=O)NCC3CCC(C(=O)O)CC3)ccc12 (stereo unspecified)
  -3%, -7
18) COc1ccc(NS(=O)(=O)c2cc(NC(=O)c3ccc(C)o3)ccc2N2CCCCC2)cc1
  u, x
19) Cc1cccc(OCC(=O)NC(=S)N2CCCc3ccccc32)c1
  -7%, -4
20) CCOC(=O)C1=C(C)NC(=O)NC1C (stereo unspecified)
  5.2µM*, -10*
21) O=C(Nc1nc2c(s1)CCCC2)c1cc(-c2ccc3c(c2)OCO3)nc2ccccc12
  u, x
22) CCN(CC)CCC(=O)NN
  -22%, 13
23) CCOc1ccc(CCNC(=O)COC(=O)c2oc3ccccc3c2COC)cc1OCC
  u, x
24) O=C(Nc1cccc(-c2cn3c(n2)SCC3)c1)c1ccc2c(c1)OCO2
  u, x
25) O=C(CSc1nnc(NC(=O)c2cccc(F)c2)s1)NCc1ccco1
  u, x
26) c1ccc(N2CCOCC2)c(Nc2nc3ccccc3n3cnnc23)c1
  u, x
27) Clc1cc2c(cc1/C=N/Nc1nc(N3CCOCC3)nc(N3CCOCC3)n1)OCO2
  -11%, 1
28) Cc1ccc(S(=O)(=O)NC2(C(=O)O)CCCCC2)cc1
  u, x
29) O=C1Cc2ccccc2C(=O)N1c1ccccc1
  10µM*, 9.6*
30) COc1ccc(C2=NN(C(=O)c3ccccc3C(=O)O)C(c3ccccc3O)C2)cc1 (stereo unspecified)
  -21%, 15

6 compounds already listed, ordered by formula weight, descending:
The line under a structure holds: S3 lipid droplet, S3 lipid droplet cell count max
18) COc1ccc(NS(=O)(=O)c2cc(NC(=O)c3ccc(C)o3)ccc2N2CCCCC2)cc1
  u, x
23) CCOc1ccc(CCNC(=O)COC(=O)c2oc3ccccc3c2COC)cc1OCC
  u, x
30) COc1ccc(C2=NN(C(=O)c3ccccc3C(=O)O)C(c3ccccc3O)C2)cc1 (stereo unspecified)
  -21%, 15
12) COc1ccc(C(=O)NNC(=O)CSc2ccccc2)cc1
  -10%, -4
28) Cc1ccc(S(=O)(=O)NC2(C(=O)O)CCCCC2)cc1
  u, x
29) O=C1Cc2ccccc2C(=O)N1c1ccccc1
  10µM*, 9.6*

2 entries from above, with one line to a screen:
8. Cc1ccc(NC(=O)CSc2nc(CSc3ccc(C)cc3)cc(=O)[nH]2)cc1
3. Cc1cc(-c2cn3ccccc3n2)c(C)n1-c1ccccc1

assay / compound | 8 | 3
S3 lipid droplet | 6% | u
S3 lipid droplet cell count max | -4 | x

Going on with the list:
The line under a structure holds: S3 lipid droplet, S3 lipid droplet cell count max
31) C/C(=N/NC(=O)c1ccc(Br)s1)c1ccncc1
  u, x
32) O=c1ccc2ccc(Oc3ccc([N+](=O)[O-])cc3Cl)cc2o1
  -3%, 2
33) CCn1c(SCc2cccc(C)c2)nnc1-c1ccccc1
  u, x
34) Cc1ccc(S(=O)(=O)NCCCNC(=O)N2CCOCC2)cc1
  u, x
35) CCOc1ncccc1C(=O)OCC(=O)c1cc(C)n(Cc2ccco2)c1C
  u, x
36) CCOc1ncccc1C(=O)Nc1ccc(S(=O)(=O)Nc2nccs2)cc1
  u, x
37) O=C(COCC(=O)NCc1ccccc1)NCc1ccccc1
  u, x
38) CN1CCN(S(=O)(=O)c2cccc(C(=O)Nc3cccc(S(N)(=O)=O)c3)c2)CC1
  u, x
39) O=C(CCCN1C(=O)c2cccnc2C1=O)Nc1ccc(F)cc1Cl
  u, x
40) O=C(Cc1ccccc1F)Nc1ccccc1-c1ccccc1
  u, x
41) CCOc1ccccc1N(CC(=O)Nc1cccnc1)S(C)(=O)=O
  u, x
42) COc1ccc(N2CCN(C(=O)CCC(=O)N3CCOc4ccc(C)cc43)CC2)cc1
  u, x
43) Cc1onc(-c2ccccc2Cl)c1C(=O)NC(=S)Nc1ccc(C(C)(C)C)cc1
  15%, 20
44) COc1ccccc1NC(=O)c1ccc2nc(C)c(C)nc2c1
  u, x
45) CC1CCN(c2c(NCC3CCC(C(=O)NCc4ccccc4Cl)CC3)c(=O)c2=O)CC1 (stereo unspecified)
  u, x
46) Cn1cc(Br)c(C(=O)n2cc(Br)cn2)n1
  -10%, -15
47) Cc1nonc1NC(=O)CSc1nc2ccccc2cc1C#N
  u, x
48) Cc1ccccc1NC(=O)Cc1nnc(N)s1
  0%, 0
49) O=C(CCc1nnc2ccc(N3CCC4(CC3)OCCO4)nn12)Nc1cc(F)ccc1F
  i, -7
50) CCN(CC)C(=O)CSc1nnc(COc2cccc(C)c2)n1C
  u, x
51) Cn1c(=O)c2c(ncn2CC(=O)Nc2ccccc2N2CCOCC2)n(C)c1=O
  u, x
52) O=C(N/N=C/c1ccco1)c1cccc(N2Cc3ccccc3C2)c1
  4%, 5
53) CC(=O)c1c(O)c2ccccc2n(C(C)C)c1=O
  18%, 9
54) COc1ccc([C@H]2CC(=O)C=C(c3cccc4c3Oc3ccccc3S4)C2)cc1
  u, x
55) CCOc1cccc(C(=O)Nc2nnc(-c3ccco3)s2)c1
  u, x
56) O=C(Nc1ccc(S(=O)(=O)Nc2cnc3ccccc3n2)cc1)c1cccc(OC(F)F)c1
  u, x
57) COc1cccc(C(=O)OCC(=O)c2[nH]c(C)c(C(C)=O)c2C)c1
  u, x
58) Cc1nn(-c2ccccc2)c(NC(=O)c2cccs2)c(-c2ccccc2)c1=O
  i, -8
59) COc1cccc(/C=C2\Oc3cc(OCC(=O)N4CCCCC4)ccc3C2=O)c1OC
  i, -14
60) COC(=O)Nc1nc(-c2ccccc2)c(C(=O)c2ccccc2)s1
  u, x
61) Oc1ccccc1C=NCCCCCCN=Cc1ccccc1O
  -20%, -1
62) S=c1[nH]nc(-c2ccccn2)n1/N=C/c1cccc(Cl)c1
  3%, 7
63) Cc1c(Br)c(C(F)(F)F)nn1CC(=O)NCCCn1ccnc1
  u, x
64) Cc1ccc(C(C[N+](=O)[O-])c2c(N)n(C)c(=O)n(C)c2=O)cc1 (stereo unspecified)
  u, x
65) CC(=O)Nc1ccc(NC(=O)c2ccco2)cc1
  u, x
66) CN(CC(=O)NCc1ccco1)S(=O)(=O)c1ccc2c(c1)c(=O)n(C)c(=O)n2C
  -17%, -3
67) COc1ccc(N2CC(C)Cn3c2nc2c3c(=O)n(Cc3ccc(F)cc3)c(=O)n2C)c(OC)c1 (stereo unspecified)
  u, x
68) C=CCc1ccccc1OCCOc1ccc([N+](=O)[O-])cc1/C=N/NC(N)=O
  4%, 11
69) Cc1ccc(-c2nn3c(=O)c(C)nnc3s2)cc1
  u, x
70) Cc1ccc(S(=O)(=O)NCC(=O)N(CC(=O)NCC2CCCO2)c2ccc(Cl)cc2)cc1 (stereo unspecified)
  i, -12
71) Cc1cc(C(=O)CCC(=O)Nc2ccc(S(N)(=O)=O)cc2)c(C)s1
  u, x
72) CC(C)N(C(C)C)S(=O)(=O)c1ccc(Cl)nc1
  -2%, -1
73) CSc1ccc(C(=O)C2CCCN(C(=O)CCCn3cncn3)C2)cc1 (stereo unspecified)
  -28%, -8
74) O=C(CN1CCN(Cc2ccccc2Cl)CC1)N/N=C/C=C\c1ccccc1[N+](=O)[O-]
  15%, 0
75) O=C(CN1C(=O)NC2(CCOc3ccccc32)C1=O)c1ccc(Br)cc1 (stereo unspecified)
  21%, 7
76) CC(=O)Nc1ccc(S(=O)(=O)N2CCc3ccccc3C2CC(=O)O)cc1 (stereo unspecified)
  u, x
77) O=C(CNC(=O)c1ccc(Br)cc1)c1ccc(Br)cc1
  u, x
78) CC1(C)CC(=O)c2cnc(NC(=O)C3CCCC3)nc2C1
  u, x
79) O=C1NCC(O)=C1C=Nc1ccccc1O
  -21%, -5
80) Cc1cc(C(=O)NNC(=O)c2ccc(C)s2)c(C)o1
  5%, -4
81) CCCC(=O)Nc1c2c(nn1-c1ccccc1)CSC2
  u, x
82) CCN(CC)C(=O)COc1ccc(S(=O)(=O)N2CCCC2)cc1
  i, -2
83) O=C(c1ccco1)N1CCN(C(=O)c2ccc(-c3ccccc3Cl)o2)CC1
  u, x
84) COc1ccccc1N(CC(=O)NCC1CCCO1)C(=O)CNS(=O)(=O)c1ccc(Cl)cc1 (stereo unspecified)
  -8%, -11
85) COc1ccc(-n2nc(C(=O)NCC(=O)N3CCCCCC3)c3ccccc3c2=O)cc1OC
  u, x
86) CCOc1cc(C(=O)OC(C)C(=O)Nc2ccc(S(N)(=O)=O)cc2)ccc1OCC(=O)N1CCOCC1 (stereo unspecified)
  -3%, -12
87) O=C(NC1CCCCC1)c1cccnc1Sc1ccccc1
  10%, 16
88) Cc1ccc(-c2noc(CCC(=O)Nc3ccc4c(c3)OCO4)n2)cc1
  u, x
89) CCOc1cc(-c2ccc(N)c(OCC)c2)ccc1N
  u, x
90) O=C(COC(=O)C1CC1)NCCNC(=O)COC(=O)C1CC1
  u, x

Continued:
The line under a structure holds: S3 lipid droplet, S3 lipid droplet cell count max
91) O=C(CCc1nnc(CCCCc2ccccc2)o1)NC(c1cccnc1)C(F)(F)F (stereo unspecified)
  4%, 24
92) Cc1ccccc1CC1(CO)CCCN(C(=O)c2ccc3ncccc3c2)C1 (stereo unspecified)
  3%, -5
93) Cc1cc(=O)n2nc(N3CCCC3C(=O)Nc3ccc(C(C)C)cc3)sc2n1 (stereo unspecified)
  u, x
94) COc1ccc(NC(=O)c2oc3ccccc3c2NC(=O)C2CC2)c(OC)c1
  8%, 14
95) CS(=O)c1ccccc1COC(=O)Nc1ccc(Cl)cc1 (stereo unspecified)
  u, x
96) CCC(=O)Nc1cccc(NC(=O)c2cccnc2)c1
  i, 12
97) COc1cc(NC(=O)C2CC(c3cccc(Br)c3)=NO2)cc(OC)c1OC (stereo unspecified)
  u, x
98) CCCCc1nc(NCC2CCCO2)c(C#N)c2c1COC(C)(C)C2 (stereo unspecified)
  1%, -18
99) CNC(=S)NC1(C)CCS(=O)(=O)C1 (stereo unspecified)
  u, x
100) COc1ccc(S(=O)(=O)NC(C)C(=O)NCc2ccc3c(c2)OCO3)cc1OC (stereo unspecified)
  u, x
101) C=CCC1=C/C(=C\c2c(N)n3nc(CC(=O)N4CCOCC4)sc3nc2=O)C=C(OC)C1=O
  u, x
102) COc1cc2c(cc1OC)-c1cc(Nc3ccccc3)nc(=O)n1CC2
  u, x
103) CCOC(=O)c1cnc(-c2ccc(C(F)(F)F)cn2)[nH]c1=O
  3%, 14
104) CC(C)Cn1c(=O)c2ccccc2n2c(CCC(=O)NC3CCN(Cc4ccccc4)CC3)nnc12
  i, x
105) NNC(=O)CN1C(c2ccc(Cl)cc2)=Nc2ccc(Br)cc2C1c1ccccc1 (stereo unspecified)
  u, x
106) COc1ccc(N(CC(=O)NCc2ccccc2Cl)S(=O)(=O)c2c(C)noc2C)cc1
  u, x
107) CCCCCC(=O)N1CCN(S(=O)(=O)c2ccc3c(c2)OCCCO3)CC1
  -5%, -6
108) Cc1cc(NC(=O)CSc2nccn2C)no1
  u, x
109) O=C(NCCN1CCNC1=O)C1CCC(=O)N(CCc2ccccc2)C1 (stereo unspecified)
  -15%, 1
110) Cc1cc(N2CCN(C(=O)c3ccco3)CC2)n2nc(C)nc2n1
  -4%, -3
111) O=C(CSc1nccn(-c2ccc3c(c2)OCCO3)c1=O)Nc1ccccc1
  i, x
112) CCC(Oc1ccccc1)C(=O)OCC(=O)Nc1sccc1C(N)=O (stereo unspecified)
  u, x
113) Cc1occc1C(=O)Nc1cnn(CCCC(=O)O)c1
  u, x
114) CCN(CC)S(=O)(=O)c1ccc2[nH]c(=O)cc(C(=O)NCC(c3ccco3)N3CCCC3)c2c1 (stereo unspecified)
  u, x
115) CC(C)c1ccc(S(=O)(=O)N2CCN(C(=O)CN3C(=O)NC(C)(c4ccccc4)C3=O)CC2)cc1 (stereo unspecified)
  i, x
116) CCn1c(SCC(=O)O)nnc1-c1ccccc1OC
  8%, 10
117) O=C(Cn1nnc(-c2cccs2)n1)OC1CCCCC1
  u, x
118) CCn1c2ccccc2c2cc(NC(=O)c3ccccc3-c3ccccc3C(=O)O)ccc21
  -6%, 2
119) OCC[C@@H]1C[C@@H](O)[C@H](O)[C@]2(CCCc3ccccc3O2)O1
  i, 14

Not all compounds are listed; the hit share may differ from the screen's.
